KCNH2 3.1 block = qHTS for Inhibitors of KCHN2 3.1: Mutant qHTS; U2OS KCNH2 3.1, thallium flux FluxOr; stronger effect = lower value; activity change, % (tested at about 1.8 µM); Potassium voltage-gated channel subfamily H member 2, brain isoform KCNH2 3.1 (human); 340,000 compounds, 0.95% hits; AID 720553, 2013;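 active = maximum activity change below -70%; inconclusive = maximum activity change from -70% to -50%; inactive = maximum activity change above -50%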;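 note: thallium influx rate constant from kinetic fluorescence after stimulation buffer; % is set by controls: 0 for no effect and ±100 for the full control effect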
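Steps: virus added to U2OS suspension (4 h, RT, dark); medium with 10% FBS added, cells plated, 37 C overnight; FluxOr/Red40 loading buffer 45 min RT; stimulation buffer, 2 min kinetic read; rate constant normalized.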
FLuc modulator = qHTS profiling assay for firefly luciferase inhibitor/activator using purifed enzyme and Km concentrations of substrates (counterscreen for miR-21 project); Luciferin 4-monooxygenase (Photinus pyralis), P08659; purified FLuc, Km substrates, luminescence inhibition; Potency, µM (doses to about 57.5 µM), for inactives: at the top dose activity change, negative = inhibition, actives largely listed as inhibitors; 360,000 compounds, 6.9% hits; AID 588342, 2011;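 note: potency is the fitted concentration of half-maximal effect; plate controls were vehicle for no effect and reference inhibitor for full effect; nearly all actives have a fitted effect of over 55% in size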
Target sequence (P08659 whole entry, looked up): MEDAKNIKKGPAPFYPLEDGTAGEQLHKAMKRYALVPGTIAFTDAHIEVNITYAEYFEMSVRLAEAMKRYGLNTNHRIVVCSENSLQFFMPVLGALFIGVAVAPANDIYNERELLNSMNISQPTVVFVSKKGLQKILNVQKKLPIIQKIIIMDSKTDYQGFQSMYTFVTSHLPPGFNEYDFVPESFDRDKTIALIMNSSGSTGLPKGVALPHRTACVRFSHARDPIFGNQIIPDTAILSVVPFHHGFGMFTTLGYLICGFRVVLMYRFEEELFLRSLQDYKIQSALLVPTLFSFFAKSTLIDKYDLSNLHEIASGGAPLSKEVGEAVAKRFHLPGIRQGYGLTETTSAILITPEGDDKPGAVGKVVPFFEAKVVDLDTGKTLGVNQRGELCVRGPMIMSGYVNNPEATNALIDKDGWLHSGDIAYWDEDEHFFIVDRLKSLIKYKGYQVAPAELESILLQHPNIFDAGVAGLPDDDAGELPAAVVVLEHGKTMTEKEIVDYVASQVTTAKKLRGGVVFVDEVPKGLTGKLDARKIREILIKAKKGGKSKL
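Biochemical qHTS of compounds, final roughly 60 µM downward over six points, against 10 nM purified firefly luciferase using Km concentrations of substrates (10 uM D-luciferin, 10 uM ATP) in Tris acetate pH 7.5 buffer; luminescence output.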
NPC1 promoter act = qHTS Assay for NPC1 Promoter Activators | AID 485313, 2010 | Huh7 NPC1 promoter luciferase reporter, 24 h | Potency, µM (doses to about 9.22 µM), for the others: at the highest dose activation, actives largely listed as activators | 320,000 compounds, 2.4% hits;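 note: potency is the fitted concentration of half-maximal effect; % of control where 0% means no effect; nearly all actives have a fitted effect of over 60% in size; reporter is driven by a mutant NPC1 promoter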
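In 1536-well qHTS, Huh7 cells harboring an NPC1 promoter–luciferase construct received compound for 24 h; activation was quantified by luminescence following luciferase reagent addition.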
Rab9 promoter act = qHTS Assay for Rab9 Promoter Activators; Huh7 Rab9 promoter-luciferase reporter, luminescence, 24 h; AID 485297, 2010; 320,000 compounds, 2.8% hits; Potency, µM (highest dose often 9.22 µM), for inactives: at the top dose activation, negative = inhibition, actives largely listed as activators; note: potency is the fitted concentration of half-maximal effect; % of control where 0% means no effect; nearly all actives have a fitted effect of over 60% in size
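Cells were plated at 1500 per well in reduced-serum medium with 10% FBS and left 2 h. Compound in DMSO was then added for 24 h at 37 °C. Reporter signal was read by luminescence after 10 min with luciferase detection reagent.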
RORg inh = qHTS for inhibitors of ROR gamma transcriptional activity. Potency, µM (titrated, usually from 53.6 µM), without a hit: at the top dose activity change, negative = inhibition, most hits filed as inhibitors. Drosophila S2 Gal4-RORgamma UAS-luciferase reporter, 20 h. 310,000 compounds, 5.4% hits. Nuclear receptor ROR-gamma (Mus musculus), P51450; note: potency is the fitted concentration of half-maximal effect; % is set by controls: 0 for no effect and ±100 for the full control effect; nearly all actives have a fitted effect of over 60% in size
Target sequence (P51450 whole entry, looked up, the tested form may be a part): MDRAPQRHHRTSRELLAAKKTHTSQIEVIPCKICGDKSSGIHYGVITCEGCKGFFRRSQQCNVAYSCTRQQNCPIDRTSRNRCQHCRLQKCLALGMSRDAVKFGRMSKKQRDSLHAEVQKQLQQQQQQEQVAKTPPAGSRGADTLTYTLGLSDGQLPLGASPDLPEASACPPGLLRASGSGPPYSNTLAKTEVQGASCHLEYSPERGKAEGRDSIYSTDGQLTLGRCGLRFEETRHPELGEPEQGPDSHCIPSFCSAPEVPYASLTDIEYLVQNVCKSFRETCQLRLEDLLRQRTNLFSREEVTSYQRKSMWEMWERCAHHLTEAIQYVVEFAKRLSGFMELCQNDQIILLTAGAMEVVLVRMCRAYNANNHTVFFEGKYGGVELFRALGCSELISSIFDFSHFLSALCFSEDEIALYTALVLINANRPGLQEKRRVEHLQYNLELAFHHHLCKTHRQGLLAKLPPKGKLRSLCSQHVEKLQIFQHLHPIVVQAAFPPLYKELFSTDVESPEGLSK
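Schneider cells (Drosophila), stable Gal4 DBD–ROR gamma + UAS-luc; 1 hr cmpd preincubation; Cu2+ induction 700 uM final; 20 hr ambient; luminescence.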
ELG1 genotox = qHTS screen for small molecules that induce genotoxicity in human embryonic kidney (HEK293T) cells expressing luciferase-tagged ELG1; HEK293T ELG1-luciferase reporter, luminescence, 16 h; Potency, µM (titrated, usually from 46 µM), without a hit: top-dose activity change, positive = activation, usual class: activators; 330,000 compounds, 1.3% hits; AID 504466, 2011; note: potency is the fitted concentration of half-maximal effect; % of control where 0% means no effect; nearly all actives have a fitted effect of over 60% in size
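Screening used a luciferase reporter fused to human ELG1 in HEK293T cells. Luminescence was read on a CCD plate imager after 16 hr exposure and 30 min ONE-Glo incubation.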
Coupling enz = qHTS Assay for Inhibitors of Fructose-1,6-bisphosphate Aldolase from Giardia Lamblia: Coupling assay counterscreen; AID 2472, 2010; activity change, negative = inhibition, % at 58.2 µM, hits read low; 290,000 compounds, 0.67% hits; coupling enzyme system counterscreen, AmpLite Red fluorescence; in the data active = activity change below about -30%; note: % is set by controls: 0 for no effect and ±100 for the full control effect
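Counterscreen lacking aldolase: glyceraldehyde-3-phosphate coupling-enzyme reagent preincubated 10 min at RT with compound (at 57.5 uM final), then substrate/coupling system with AmpLite Red added; fluorescence read at 525/598 nm after 20 min RT.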
uPA surface inh = qHTS for Inhibitors of Cell Surface uPA Generation; Potency, µM (titrated, usually from 38.3 µM), for inactives: top-dose activity change, negative = inhibition, most hits filed as inhibitors; AID 540303, 2011; cell surface uPA generation assay, qHTS; 330,000 compounds, 0.31% hits; active = well fitted inhibition curve with a large enough effect; inconclusive = small, poorly fitted or top-dose-only effect; inactive = no such curve, though single readings can be large or run the other way; tested in mouse RAW 264.7 cells; note: potency is the fitted concentration of half-maximal effect; % is set by controls: 0 for no effect and ±100 for the full control effect; nearly all actives have a fitted effect of over 55% in size
VP16 counter = VP16 counterscreen qHTS for inhibitors of ROR gamma transcriptional activity; Drosophila S2 Gal4-VP16 UAS-luciferase, luminescence, 20 h; Potency, µM (highest dose often 53.6 µM), for the others: at the top dose activity, negative = inhibition, hits mostly inhibitors; 310,000 compounds, 3.5% hits;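 note: Gal4-VP16 expression switched on by copper sulfate through the metallothionein promoter; potency is the fitted concentration of half-maximal effect; % is set by controls: 0 for no effect and ±100 for the full control effect; nearly all actives have a fitted effect of over 50% in size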
Giardia killer = Small Molecules that selectively kill Giardia lamblia: qHTS | Giardia lamblia trophozoite viability | activity change, % at 7.66 µM, hits read low | 340,000 compounds, 0.15% hits | AID 540267, 2011; in the data active = activity change below about -80%; inconclusive = between about -30% and that limit;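 note: parasites exposed to compound for two days anaerobically before the ATP read; % is set by controls: 0 for no effect and ±100 for the full control effect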
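Compounds were tested on trophozoites seeded at 100 cells/well and held 48 hrs at 37 deg C anaerobically. An ATP-based luminescent kit measured the remaining live cells.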
Tb PFK inh = qHTS Assay to Find Inhibitors of T. brucei phosphofructokinase; ATP-dependent 6-phosphofructokinase (Trypanosoma brucei brucei), O15648; 330,000 compounds, 0.17% hits; T. brucei PFK, ADP-Glo luminescence; Potency, µM (series often up to 57.5 µM), inactives show at the highest dose activity, negative = inhibition, actives largely listed as inhibitors;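 note: potency is the fitted concentration of half-maximal effect; 0% = uninhibited 1x PFK enzyme wells and -100% = no-enzyme wells; nearly all actives have a fitted effect of over 60% in size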
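ADP-Glo luminescence quantified ADP after 45 min at room temperature, with 1.25 nM T. brucei PFK, 0.1 mM ATP and 0.5 mM fructose-6-phosphate in pH 8.0 TEA buffer. qHTS titrations up to 57 µM; curves classified by quality.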
Active calls of the source: *; ? = inconclusive; / = not tested or not shown; & = joins results of further samples; [ ] = dose if it differs, or a comment. Unless noted, calls come from the whole dose curve; as a rule, active = well fitted curve in the direction sought with a large enough effect; inconclusive = small, poorly fitted or top-dose-only effect, or another doubt; inactive = no such curve, though single readings can be large; an effect the other way counts as inactive or inconclusive.

SMILES	KCNH2 3.1 block	FLuc modulator	NPC1 promoter act	Rab9 promoter act	RORg inh	ELG1 genotox	Coupling enz	uPA surface inh	VP16 counter	Giardia killer	Tb PFK inh
COc1ccc(N2CCN(CC(O)COC(C)(C)C)CC2)cc1 (stereo not given)	-10	1%	-3%	0%	-9%	0%	0	0%	-12%	3	-5%
Cc1cccc(NC(=O)c2ccc3nccnc3c2)n1	10	?	?	28%	10%	?	/	-1%	-2%	5	14%
COc1ccc(C(=O)NC(=S)Nc2ccc(S(N)(=O)=O)cc2)cc1	-2	-2%	0%	9%	-11%	3%	-4	3%	10%	-10	7%
O=C(O)c1ccc(N/N=C2/CCCc3ccccc32)cc1	15	9.5µM*	3.2µM*	2.5µM*	1%	?	-1	2%	0%	-18	0%
COc1cc(/C=C/C(=O)OCC(=O)N(C)C2CCS(=O)(=O)C2)ccc1OC(F)F (stereo not given)	-1	-1%	-5%	7%	20%	5%	/	-7%	1%	2	4%
CCCCN(CC)S(=O)(=O)c1ccc2c(c1)CCCN2C(C)=O	0	3%	0%	-1%	22%[0.365 µM]	19%	0	1%	/	-23	5%
CC1CC(C)CN(C(=O)COC(=O)c2ccc3c(c2)OCCO3)C1 (stereo not given)	-5	/	/	/	/	2%	/	3%	/	14	4%
O=C(CCCCCn1c(=O)[nH]c2ccsc2c1=O)NCc1ccc(F)cc1	-1	2%	0%	-3%	-9%	-3%	4	3%	15%	16	2%
CCOC(=O)C(Cc1ccc(OC)c([N+](=O)[O-])c1)NC(=O)CCC(=O)Nc1ccc(C)cc1 (stereo not given)	7	1%	-9%	-5%	37%	1%	2	0%	-2%	7	1%
Cc1cc(C(C)(C)C)c(O)c(C)c1CC1=NCCN1	-2	3%	-2%[46.1 µM]	-10%[46.1 µM]	-1%	-7%	-5&-1&2&-1	-2%	0%	-3	-5%

Four compounds already listed, arranged by the value under NPC1 promoter act, highest first.
mol,NPC1 promoter act
O=C(CCCCCn1c(=O)[nH]c2ccsc2c1=O)NCc1ccc(F)cc1,0%
COc1ccc(N2CCN(CC(O)COC(C)(C)C)CC2)cc1 (stereo not given),-3%
COc1cc(/C=C/C(=O)OCC(=O)N(C)C2CCS(=O)(=O)C2)ccc1OC(F)F (stereo not given),-5%
CCOC(=O)C(Cc1ccc(OC)c([N+](=O)[O-])c1)NC(=O)CCC(=O)Nc1ccc(C)cc1 (stereo not given),-9%

Ordered by heavy-atom count (ascending): part of the list above.
SMILES	KCNH2 3.1 block	FLuc modulator	NPC1 promoter act	Rab9 promoter act	RORg inh	ELG1 genotox	Coupling enz	uPA surface inh	VP16 counter	Giardia killer	Tb PFK inh
Cc1cc(C(C)(C)C)c(O)c(C)c1CC1=NCCN1	-2	3%	-2%[46.1 µM]	-10%[46.1 µM]	-1%	-7%	-5&-1&2&-1	-2%	0%	-3	-5%
CCCCN(CC)S(=O)(=O)c1ccc2c(c1)CCCN2C(C)=O	0	3%	0%	-1%	22%[0.365 µM]	19%	0	1%	/	-23	5%
COc1cc(/C=C/C(=O)OCC(=O)N(C)C2CCS(=O)(=O)C2)ccc1OC(F)F (stereo not given)	-1	-1%	-5%	7%	20%	5%	/	-7%	1%	2	4%

New compounds follow
SMILES	KCNH2 3.1 block	FLuc modulator	NPC1 promoter act	Rab9 promoter act	RORg inh	ELG1 genotox	Coupling enz	uPA surface inh	VP16 counter	Giardia killer	Tb PFK inh
COc1ccc(S(=O)(=O)N(C)CC(=O)Nc2ccccc2C(F)(F)F)cc1OC	-3	3%	0%	-1%	3%	3%	-1	0%	2%	-3	3%
CC(=O)c1ccc(N2CCN(S(=O)(=O)c3cccc4nsnc34)CC2)cc1	-2	-1%	-3%	-7%	0%	-1%	6	0%	-3%	-15	-3%
CN(C1(C)CCS(=O)(=O)C1)S(=O)(=O)c1ccc2ccccc2c1 (stereo not given)	26	-1%	-6%	-9%	/	0%	/	-4%	/	56[activator]	-4%
CCOc1ccccc1CNC(=O)C1CCCN(c2nnc(C)c3c(C)n(-c4ccccc4)nc23)C1 (stereo not given)	-25	1%&-20%	0%	-2%	?	6%	3	-27%	?	0	1%
Cc1[nH]c(=O)c(C#N)c(C)c1Br	-10	4%	-1%	-10%	-17%	4%	-2	-5%	11%	-10	-1%
COCCNC(=O)c1onc(CSc2cc(C)cc(C)c2)c1C(=O)NCCOC	5	1%	-4%	-5%	-11%	2%	1	14%	2%	-30	4%
COCCCN1CC(=O)N2C(c3cccc(OC)c3OC)c3[nH]c4ccccc4c3C[C@H]2C1=O (stereo not given in full)	-6	4%	0%	0%[1.84 µM]	30%	6%	0	-12%	0%	-22	-3%
N#Cc1cccc(NC(=O)CNC(=O)Cc2ccccc2)c1	7	3%	-4%	3%	-13%	-1%	-5	1%	8%	1	-15%
COc1ccc(CCC(=O)NCC2CCCCC2)cc1OC	26	-7%	-5%	4%	-7%	3%	1	0%	-10%	2	1%
O=c1[nH]c2ccc(Cl)cc2c(O)c1Cc1ccccc1	4	?	-1%	5%	3%	-2%	3	-1%	-11%	27	?
CCOP(=O)(c1c(F)c(F)c(F)c(F)c1F)C1(O)CCCCC1 (stereo not given)	-9	0%	5%	-1%	26%	-7%	-2	2%	2%	4	-1%
Cc1ccc(N(C(=O)Cn2nnc(-c3ccc(F)cc3)n2)C(C(=O)NC(C)(C)C)c2ccncc2)cc1 (stereo not given)	/	6%	-7%	-4%	39%	-4%	4	-6%	2%	-14	1%
CNc1nc(-c2ccc3c(c2)CCN3C(=O)c2ccccc2F)c(C)s1	-10	15µM*	9%	11%	-24%	1%	-3	3%	24%	7	2%
Cc1ccc(Oc2ccc3c(c2)C(=O)N(c2cccc4cccnc24)C3=O)cc1	-1	-2%	1%	-3%	-9%	1%	0	1%	?	5	0%
Oc1ccc(Br)cc1CN1CCCCCCC1	9	3%[2.3 µM]	1%	-2%	-23%	-5%	-3	/	3%	13	1%
COc1ccc2c(CCNC(=O)c3ccco3)c[nH]c2c1	-29	?	2%	-2%	15%	6%	-12	-4%	11%	4	2%
C[C@]12C(=O)N(c3ccc(Cl)cc3)C(=O)N1[C@H]1c3ccccc3OC[C@@H]1[C@H]2c1ccccc1	3	-1%	-1%	0%	-14%	5%	-1	3%	-3%	-10	5%
COc1cccc(-c2nnc(N(C)C(=O)c3ccno3)s2)c1	/	?	?	22%	-11%	?	0	/	13%	/	2%
Cc1noc(C)c1COc1ccc(C(=O)O)cc1	-3	0%	-5%	-2%	-19%	3%	-4	-2%	-1%	-18	4%
COc1ccc(CC(=O)Nc2nc(-c3ccccc3)c(C(C)=O)s2)cc1OC	10	-2%	0%	-10%	-9%	-2%	-3	2%	-9%	-2	-12%
O=C(c1cc([N+](=O)[O-])ccc1N1CCOCC1)N1CCN(c2ccccc2)CC1	/	1%	-17%	-24%	3%	?	/	/	-5%	/	-1%
CCOC(=O)N1CCN(S(=O)(=O)c2ccc(F)c(C(=O)Nc3cccc(Cl)c3C)c2)CC1	6	2%	-4%	-12%	?	7%	1	-11%	-27%	-25	-2%
CC1CCCCN1C(=O)CSc1nnc(-c2ccco2)o1 (stereo not given)	-7	15µM*	1.8µM*	2µM*	-11%	21µM*	1	-2%	?	4	4%
CC(C)(C)NS(=O)(=O)c1ccc(OCC(=O)NCc2ccco2)cc1	-6	2%	2%	-5%	5%	-2%	2	4%	-1%	8	-3%
Cc1cc(C)n(-c2nc3ccccc3nc2N2CCOCC2)n1	-13	0%	0%	-3%	-9%	0%	4	5%	4%	-5	-2%
Cc1c(NC(=O)c2ccc(-c3cccc([N+](=O)[O-])c3)o2)c(=O)n(-c2ccccc2)n1C	7	0%	-3%	-6%	-11%	-2%	3	-3%	0%	1	1%
Cc1c(NC(=O)Nc2cccc(C#N)c2)c(=O)n(-c2ccccc2)n1C	2	1%	-1%	1%	1%	0%	2	2%	3%	3	0%
CN(CC(=O)Nc1ccccc1C(F)(F)F)C(=O)Cc1ccccc1F	2	1%	-6%	0%	-28%	0%	1	-1%	8%	-29	0%
C(=N\Nc1cc(N2CCCCC2)ncn1)/c1ccco1	1	4.8µM*	?	?	-39%	?	4	?	?	5	-1%

Assay outcomes as filed in PubChem BioAssay.
